High-throughput results from PubChem.
PfHsp90 set2: reduces growth (ATP signal) of yeast expressing P. falciparum Hsp90. S. cerevisiae expressing PfHsp90, BacTiter-Glo ATP, 48 h; yeast lacking PDR1 and PDR3 efflux regulators. inhibition, % at 9.4 µM. 310,000 compounds, 0.32% hits. AID 504621;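 active = every replicate shows inhibition above about 80%, whatever the replicate mean, limit read from the data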;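 note: 0% = DMSO neutral controls and 100% = 20 µM radicicol positive controls; yeast relying on Plasmodium falciparum Hsp90 in place of its own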
Mot1-301 SUMO: SUMOylation pathway inhibition by Mot1-301 growth rescue | growth rescue, % at 18.8 µM | 320,000 compounds, 1% hits | S. cerevisiae Mot1-301 growth rescue, ATP luminescence, 38.5C; percent above DMSO median, 100 means doubled | AID 2716;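 active = every valid replicate shows activation above 250% relative to neutral control wells; inactive = the rest, any valid replicate at or below 250%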;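 note: OY570 slx delta 5 strain wells were the positive control but not used for scaling; some compounds called inactive have numbers as strong as hits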
PKA-R1A act: activators of PKA-R1A complex; PKA-R1A dissociation, Cy5-IP20 fluorescence polarization; scaled: DMSO 0%, 113 µM cGMP 100%; activation, % at 11.4 µM; P00514+P68181; 340,000 compounds, 0.083% hits;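 active = percent activation above the mean of all tested compounds plus 3 SD, cut at about 19% in these data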;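 note: higher means more PKAc released from R1A so a rise in polarization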
phage Ecoli inh: E. coli growth loss with phage present; growth absorbance; inhibition, % at 11.9 µM; 360,000 compounds, 0.26% hits; AID 651602; in the data active = inhibition above about 11%
OPRM1-OPRD1 inv: inverse agonists of human mu-delta opioid receptor heterodimerization; 340,000 compounds, 0.21% hits; inhibition, % at 9.3 µM; AID 504357; cell-based MOR-DOR heterodimer luminescence, inverse agonism; in the data active = inhibition above about 22%, passing the limit was not always enough;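 note: 0% = cells with DMSO and 100% = wells without cells with DMSO; values of inactives mirror those of a sister screen read the other way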
Target sequence (P35372 whole entry, looked up): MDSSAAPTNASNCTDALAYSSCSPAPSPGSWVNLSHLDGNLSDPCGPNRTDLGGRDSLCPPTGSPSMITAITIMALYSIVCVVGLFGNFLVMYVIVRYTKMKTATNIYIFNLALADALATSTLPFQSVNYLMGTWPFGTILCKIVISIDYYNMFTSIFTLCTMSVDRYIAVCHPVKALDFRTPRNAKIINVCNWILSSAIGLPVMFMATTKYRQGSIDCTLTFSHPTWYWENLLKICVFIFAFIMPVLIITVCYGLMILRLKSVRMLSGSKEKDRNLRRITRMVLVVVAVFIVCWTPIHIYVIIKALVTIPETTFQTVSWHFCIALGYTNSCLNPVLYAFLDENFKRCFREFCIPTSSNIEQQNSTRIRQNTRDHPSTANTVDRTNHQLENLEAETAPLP
Target sequence (P41143 whole entry, looked up): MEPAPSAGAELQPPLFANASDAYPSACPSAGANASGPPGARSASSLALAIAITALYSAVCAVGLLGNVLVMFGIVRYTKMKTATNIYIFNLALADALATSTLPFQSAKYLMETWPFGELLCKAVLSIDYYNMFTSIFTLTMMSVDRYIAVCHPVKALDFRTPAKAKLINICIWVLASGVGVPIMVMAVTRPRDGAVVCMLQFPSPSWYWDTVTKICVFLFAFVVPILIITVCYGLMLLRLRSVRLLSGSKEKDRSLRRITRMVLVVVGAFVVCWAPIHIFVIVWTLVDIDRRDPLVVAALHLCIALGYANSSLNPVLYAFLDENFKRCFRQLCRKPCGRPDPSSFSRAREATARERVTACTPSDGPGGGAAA
HTR5A inv ag: counter-screen for OPRM1-OPRD1 inverse agonists: human HTR5A inverse agonism. P47898. HTR5A cell line, luminescence. inhibition, % at 9.3 µM. 340,000 compounds, 0.083% hits. AID 504634; in the data active = inhibition mostly above about 23%, no sharp cut-off; inactive = mostly below about 18%;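 note: 0% = cells with DMSO and 100% = no-cell wells with DMSO; some compounds called inactive have numbers as strong as hits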
E coli growth: counter-screen for AddAB inhibitors: E. coli growth inhibition; E. coli V3065 growth, OD600 absorbance, 18 h; 330,000 compounds, 0.27% hits; inhibition, % at 11.9 µM;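 active = inhibition above the campaign's mean inhibition across all tested compounds plus 3 SD, cut at about 9.9% in these data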;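 note: uninfected addAB+ strain grown without phage in ampicillin broth; 0% = DMSO wells and 100% = ciprofloxacin 0.95 µg/ml wells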
PKA-R2B activ: activators of human PKA-R2B complex; activation, % at 11.4 µM; PKA-R2B holoenzyme dissociation, Cy5-IP20 fluorescence polarization; R2B truncated from residue 108, S112A mutant; 0% DMSO only, 100% 113 µM cGMP; P22694+P31323; 340,000 compounds, 0.079% hits; AID 504700;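 active = activation above a cutoff set at the mean over all compounds plus 3 SD, cut at about 18% in these data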;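 note: higher means more holoenzyme dissociation and a rise in polarization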
MOR-DOR ag: agonists of human mu-delta opioid receptor heterodimerization. P35372+P41143. 340,000 compounds, 0.3% hits. activation, % at 9.3 µM. cells, OPRM1-OPRD1 heterodimerization, luminescence. AID 504326; in the data active = activation above about 18%;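 note: 0% = vehicle-treated cells and 100% = reference agonist; values of inactives mirror those of a sister screen read the other way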
AddAB inh: less growth of phage-infected E. coli with AddAB; E. coli expressing H. pylori AddAB, absorbance growth; inhibition, % at 11.9 µM; 330,000 compounds, 0.29% hits; AID 435030; in the data active = inhibition above about 12%;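 note: 0% = vehicle wells of infected cells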
Tat transport: inhibitors of E. coli Tat protein transport; E. coli MC4100 TorA-mCherry Tat export, fluorescence; AID 488895; 340,000 compounds, 0.036% hits; inhibition, % at 10 µM;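 active = mean replicate inhibition at least 50% and at least half of replicates individually reaching 50%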;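 note: exported cargo escapes ClpAP degradation while cytoplasmic cargo is degraded and loses fluorescence; 0% = median of neutral control wells and 100% = median of NaSCN control wells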
An asterisk follows results filed as active; x = no result given; & = joins results of further samples.

SMILES | PfHsp90 set2 | Mot1-301 SUMO | PKA-R1A act | phage Ecoli inh | OPRM1-OPRD1 inv | HTR5A inv ag | E coli growth | PKA-R2B activ | MOR-DOR ag | AddAB inh | Tat transport
COc1ccc(C2N=C(N)N=C(N)N2c2ccc(C)cc2)cc1 (stereo unspecified) | 10.7 | 9.8 | -2.7 | -1.1 | 7.1 | -17.2 | 0.4 | -2.3 | -1.2 | 2.2 | 1.4
Cc1ccc(CN2CCC(N3CCC(C(=O)NCC4CCCO4)CC3)CC2)o1 (stereo unspecified) | -3.8 | 88.4 | -4.9 | 5.2 | -7.5 | -21.6 | -1.0 | 3.2 | 1.4 | 4.7 | 2.2
O=C(O)CC(NS(=O)(=O)c1ccc(Br)cc1)c1ccco1 (stereo unspecified) | -18.4 | -12.2 | 17.4 | 1.9 | -3.6 | -7.2 | -3.0 | 11.1 | 0.7 | -1.6 | -2.5
CCCCn1c(N)c(N(CC)C(=O)C2=NN(c3ccccc3)C(=O)CC2)c(=O)[nH]c1=O | 3.2 | 6.3 | 6.7 | 0.7 | 2.3 | -20.7 | -0.5 | -2.0 | -0.6 | 0.1 | 1.4
O=C(CN1C(=O)NC2(CCCC2)C1=O)Nc1cc(C(F)(F)F)ccc1N1CCOCC1 | x | 17.6 | -6.8 | 2.7 | 5.2 | -7.3 | 2.2 | -4.6 | -1.0 | -0.9 | -4.2
O=C(O)c1cccc(N/N=C/c2ccc(F)c(F)c2)c1 | 8.8 | 5.3 | 12.5 | -0.4 | 7.2 | 5.8 | 0.1 | -5.8 | -1.4 | 0.5 | 0.2
O=C(OCc1nnc(-c2ccc([N+](=O)[O-])cc2)o1)C1CC(=O)N(CCc2ccccc2)C1 (stereo unspecified) | x | 15.6 | -9.6 | 6.1 | -1.5 | 8.8 | -2.6 | -10.9 | 0.4 | 0.1 | 3.1
CC(C)=NNC(=O)CN1C(=O)NC2NC(=O)NC21 (stereo unspecified) | -18.5 | x | -15.7 | 2.1 | 11.6 | -9.0 | -1.6 | 2.3 | -2.2 | 0.5 | -3.8
Cc1c(CC(=O)O)c(=O)oc2c(C)c(OCc3ccccc3)ccc12 | 11.8 | -8.2 | 6.0 | 0.7 | 2.9 | -5.6 | x | -6.9 | -0.5 | x | 6.3
Cc1cc(C(F)(F)F)n2nc(C)c(-c3ccc(Cl)cc3)c2n1 | 17.0 | -4.0 | -5.0 | 1.6 | -25.5 | 24.4 | 0.5 | -4.7 | 4.8 | 2.3 | -3.2
Cc1ccc(C(=O)NC(=S)Nc2ccc(CN3CCCCC3)cc2)c(C)c1 | 2.5 | 23.0 | -5.8 | 6.3 | -3.0 | -2.6 | 0.8 | -8.0 | 0.5 | 2.2 | 5.2
Cc1ccc(C(C(=O)NCc2ccccc2)N(C(=O)c2ccccn2)c2ccccc2)o1 (stereo unspecified) | 2.1 | -15.1 | -5.0 | -0.4 | -1.8 | 1.0 | -2.4 | -8.4 | 0.2 | 1.7 | 4.4
CCOc1ccccc1NC(=O)Cn1ncc2ccc([N+](=O)[O-])cc21 | -14.7 | 17.9 | -3.2 | 1.8 | 6.8 | -8.3 | 0.4 | -6.8 | -1.4 | -0.6 | 3.1
COC(=O)c1c(S(=O)(=O)NCc2ccccc2)sc(C(=O)O)c1C | -7.4 | -12.2 | 2.7 | 2.6 | 10.5 | -1.5 | -3.3 | -2.0 | -1.9 | -0.2 | 3.9
CCn1cc(C(=O)NCC(OC)OC)c(=O)c2cc(S(=O)(=O)N3CCOCC3)ccc21 | 8.1 | -4.0 | -5.5 | -4.7 | -2.7 | 12.4 | -3.6 | -13.6 | 0.5 | 0.5 | -3.0
COc1ccc(C(CNC(=O)c2sccc2C)N2CCOCC2)cc1 (stereo unspecified) | x | -17.2 | 6.1 | 1.9 | 15.3 | -22.9 | 1.8 | -1.4 | -2.4 | -0.8 | -3.0
CCOC(=O)c1cc(-c2ccc(OC)cc2F)nc2c1c(C)nn2CCC#N | 2.6 | -0.9 | -5.2 | -0.2 | -9.0 | -5.0 | 0.2 | 7.5 | 1.6 | -1.4 | 9.6
COc1ccc(OC)c(N(CC(=O)NCc2cccnc2)S(C)(=O)=O)c1 | -9.8 | -16.1 | -1.6 | 3.0 | -0.3 | -3.0 | 1.8 | 6.9 | 0.1 | 3.2 | 1.2
CNC(=O)COC(=O)c1nc(-n2nc(C)cc2C)ccc1Cl | -0.4 | -4.7 | 8.6 | 1.0 | -2.0 | 15.4 | 0.8 | 4.8 | 0.4 | 0.9 | -3.0
CC(=O)N1CC2(c3ccccc3)CN(C(C)=O)CC(c3ccccc3)(C1)C2=O | 20.0 | -3.1 | -7.2 | 0.7 | -10.3 | -2.5 | -2.1 | -2.8 | 2.0 | -0.6 | 3.7
N#C/C(=C\c1ccccc1)C(=O)NCc1ccc(F)cc1 | -21.4 | -1.2 | 2.0 | 2.1 | -6.7 | -29.6 | 0.1 | 6.9 | 1.1 | 2.1 | -0.9
COc1cc(NC(=O)Nc2cccc(C(C)=O)c2)cc(OC)c1OC | -41.5 | 8.1 | -9.4 | 0.9 | -4.9 | -12.1 | 2.6 | -10.3 | 1.0 | 0.3 | 4.3
O=C(CSCc1ccc(Cl)cc1)NCCSCc1ccco1 | 9.0 | 5.4 | 11.4 | 0.5 | 4.1 | 8.5 | -2.5 | 0.0 | -0.8 | -2.7 | -0.9
COC(=O)c1c(C)oc(C)c1S(=O)(=O)N1CCCC1 | 7.6 | -16.9 | -9.3 | 2.7 | 12.1 | -22.0 | -1.0 | 0.1 | -2.3 | 2.8 | 2.8
O=C(COc1cccc(NC(=O)c2ccco2)c1)c1ccccc1 | x | -12.2 | 1.2 | 5.4 | -1.2 | -13.1 | 0.6 | -8.7 | 0.2 | -0.1 | -3.6
COc1ccccc1N1C(=O)S/C(=C\c2cc(C)n(C)c2C)C1=O | -8.7 | 10.0 | -2.1 | 3.8 | -4.8 | 1.3 | -3.2 | 1.3 | 0.7 | -0.4 | -1.4
O=C(NCSc1ccnc(SCNC(=O)c2ccc(F)cc2)n1)c1ccc(F)cc1 | -57.8 | -2.8 | -8.8 | 0.9 | 12.0 | 9.9 | -0.1 | 4.4 | -2.4 | 0.5 | -1.4
Oc1ccc(-c2nc3ccccc3nc2-c2ccc(O)cc2O)c(O)c1 | 6.7 | x | 2.0 | 2.7 | 19.3 | 12.3 | x | 8.0 | -3.9 | x | -2.2
CN(NC(=O)NN)c1ncc(C(F)(F)F)cc1Cl | x | -2.0 | -1.4 | 3.6 | -5.1 | 1.6 | -1.4 | 11.1 | 1.0 | -0.2 | -10.1
Cc1ccc(CNc2ncnc(N)c2[N+](=O)[O-])cc1 | -18.2 | 3.4 | -3.8 | 3.4 | -7.2 | 16.6 | 0.4 | 4.3 | 1.6 | 1.7 | -6.5
COc1ccc(NC(=O)CCN2CCCCC2)cc1 | -41.9 | 5.5 | 5.6 | 2.4 | 16.8 | 9.4 | 0.6 | 5.5 | -3.0 | 2.1 | -0.8
O=C(NC(=S)NCc1ccc(Cl)cc1Cl)c1ccco1 | -9.8 | x | -5.7 | 4.0 | -36.1 | 4.4 | 1.1 | -4.4 | 7.4 | 2.7 | 1.9
CCC1CCCCN1CCCNC(=O)c1ccc2c(c1)N(Cc1c(F)cccc1Cl)C(=O)CS2 (stereo unspecified) | -1.7 | -20.9 | 9.2 | 4.7 | 7.7 | -3.7 | 0.8 | -4.4 | -1.5 | 0.4 | 3.3
O=C(CN(C1CC1)S(=O)(=O)c1ccc(S(=O)(=O)NC2CCCCC2)cc1)Nc1ccccc1 | -6.8 | x | -9.3 | -0.2 | -9.2 | -8.8 | x | -12.3 | 2.0 | x | 5.9
Cc1cc(Cl)ccc1OC(C)C(=O)Nc1ccc([N+](=O)[O-])cn1 (stereo unspecified) | -3.8 | 19.8 | -5.0 | -0.3 | -42.8 | -6.3 | 2.1 | 3.3 | 8.1 | 1.5 | 9.5
NC(=O)c1ncn([C@@H]2O[C@H](CO)[C@@H](O)[C@H]2O)c1O | 2.9 | 99.0 | 1.0 | 3.5 | 7.7 | 13.2 | 0.8 | 3.4 | -1.4 | 0.0 | -6.9&-0.3
COc1ccc(NC(=O)c2ccc3ccccc3c2OC)cc1 | 1.8 | 6.2 | -10.8 | 0.5 | 13.1 | -8.2 | -0.5 | -13.3 | -2.6 | 1.3 | -9.4
Cc1cccc(N2CCN(C(=O)NCc3ccc(F)cc3)CC2)c1C | -0.7 | 77.0 | 0.5 | 3.8 | 1.7 | 12.8 | 0.8 | -3.6 | -0.3 | 2.3 | 5.1
O=C(NCc1ccccn1)C1CC(c2ccccc2Cl)=NO1 (stereo unspecified) | -10.2 | 0.1 | 2.7 | 4.8 | 2.1 | 2.2 | 0.5 | -17.8 | -0.4 | -0.9 | -5.3
CC(=O)N1CCc2cc(S(=O)(=O)CCC(=O)Nc3ccccc3F)ccc21 | 15.1 | 42.3 | -3.3 | -0.4 | 14.0 | 7.2 | -0.8 | -14.7 | -2.7 | 1.2 | -7.8

Overlap with the part before: 2 compounds; new compounds follow.
SMILES | PfHsp90 set2 | Mot1-301 SUMO | PKA-R1A act | phage Ecoli inh | OPRM1-OPRD1 inv | HTR5A inv ag | E coli growth | PKA-R2B activ | MOR-DOR ag | AddAB inh | Tat transport
O=C(NCc1ccccn1)C1CC(c2ccccc2Cl)=NO1 (stereo unspecified) | -10.2 | 0.1 | 2.7 | 4.8 | 2.1 | 2.2 | 0.5 | -17.8 | -0.4 | -0.9 | -5.3
CC(=O)N1CCc2cc(S(=O)(=O)CCC(=O)Nc3ccccc3F)ccc21 | 15.1 | 42.3 | -3.3 | -0.4 | 14.0 | 7.2 | -0.8 | -14.7 | -2.7 | 1.2 | -7.8
CC(C)CCN1CCC(C)(NC(=O)c2ccccc2)C1=O (stereo unspecified) | 21.5 | -20.9 | 3.0 | 1.9 | 12.2 | 2.2 | 2.7 | -2.4 | -2.2 | 1.6 | 0.6
O=C(Nc1ccc2nc3ccccc3nc2c1)c1ccc(Br)cc1 | 0.4 | -21.8 | -9.7 | 3.2 | -12.2 | -11.9 | -1.2 | -3.3 | 2.1 | 0.3 | -8.9
Cc1cccnc1CCNC(=O)CC1C(=O)NCCN1CC1CCCCC1 (stereo unspecified) | 3.5 | 26.1 | 3.9 | 4.6 | -22.8 | -31.2 | 0.8 | 1.0 | 3.2 | 2.9 | -2.5
O=C(O)c1ccc(S(=O)(=O)N(CCc2ccccc2)Cc2ccc(Cl)cc2)cc1 | -16.8 | 12.4 | -6.6 | -1.2 | 17.7 | -0.2 | -2.8 | -14.1 | -3.6 | 0.5 | 5.8
CCOC(=O)C1=C(CS(=O)(=O)c2ccccc2)NC(=O)NC1c1ccccc1OC (stereo unspecified) | 15.1 | -1.5 | -12.7 | 2.8 | 12.4 | 7.3 | -1.2 | -6.3 | -2.4 | 6.2 | -9.0
CN(C(=O)c1cccc(NC(=O)Cc2ccc(NC(=O)C3CCN(C(=O)c4ccccc4)CC3)cc2)c1)C1CC1 | -14.1 | x | -3.7 | 1.6 | 8.2 | -0.4 | x | 3.1 | -1.7 | x | -3.0

Compounds were not picked by outcome (roughly 2.2% active in at least one column).
